GBA enhancer = enhancers of human beta-glucosidase activity in Gaucher fibroblasts; AID 784; activation, % at 10 µM; L444P Gaucher fibroblasts, 4-MU-glucoside fluorescence, 3 days; 30,000 compounds, 0.44% hits; P04062; in the data active means activation above about 65%;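 further: 0% = vehicle wells and 100% = positive control wells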
Target sequence (P04062 whole entry L483P): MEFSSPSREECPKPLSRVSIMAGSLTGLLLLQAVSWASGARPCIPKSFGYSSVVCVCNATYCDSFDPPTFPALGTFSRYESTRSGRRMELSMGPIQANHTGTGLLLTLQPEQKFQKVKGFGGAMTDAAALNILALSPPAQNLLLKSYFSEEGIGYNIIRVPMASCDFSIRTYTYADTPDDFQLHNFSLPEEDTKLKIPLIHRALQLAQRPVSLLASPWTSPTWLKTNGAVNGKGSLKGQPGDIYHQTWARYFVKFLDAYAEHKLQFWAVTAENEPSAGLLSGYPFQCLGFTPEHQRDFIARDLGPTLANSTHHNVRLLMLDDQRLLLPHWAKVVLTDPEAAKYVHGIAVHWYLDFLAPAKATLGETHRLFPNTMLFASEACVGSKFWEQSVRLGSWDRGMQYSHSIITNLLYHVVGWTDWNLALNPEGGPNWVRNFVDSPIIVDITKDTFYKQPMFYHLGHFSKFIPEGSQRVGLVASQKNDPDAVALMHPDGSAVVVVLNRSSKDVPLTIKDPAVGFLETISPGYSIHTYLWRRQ
* marks the source's active call; other numbers are inactive results.

entry	SMILES	GBA enhancer
1	O=C(CSc1ccc2nnc(-c3ccccn3)n2n1)Nc1ccc2c(c1)OCO2	5
2	Cc1c(C(=O)NCCC2=CCCCC2)oc2ccc(S(=O)(=O)N3CCC4(CC3)OCCO4)cc12	13
3	COc1ccc(NS(=O)(=O)c2ccc(NC(C)=O)cc2)cc1OC	-14
4	CCC(=O)N1CCc2cc(S(=O)(=O)CCC(=O)NCCC3=CCCCC3)ccc21	0
5	O=C(NCc1ccccn1)c1cc2n(n1)C(C(F)(F)F)CC(c1ccco1)N2 (stereo not given)	4
6	Cc1nc(NC2=NCN(CC3CCCO3)CN2)nc2ccccc12 (stereo not given)	-13
7	CCOC(=O)N1CCC(NC(=O)C2CCN(S(=O)(=O)c3cnc[nH]3)CC2)CC1	-11
8	CCn1c(C(=O)NCc2ccccn2)cc2sccc21	-18
9	CC(C)(C)c1ccc(-c2noc(CCC(N)=O)n2)cc1	-7
10	Cc1cc(NC(=O)C2CCCC2)nc2c1c(=O)oc1ccccc12	16
11	Cc1cc(N2CCN(C3CCCC3)CC2)n2nc(C)c(-c3ccccc3)c2n1	8
12	CCOC(=O)CSc1ccc2nnc(-c3cccnc3)n2n1	6
13	COc1cccc(C(=O)Nc2cccc(C(=O)N3CCOCC3)c2)c1	-4
14	O=C(OCc1cc(Cl)ccc1OC(F)F)c1cc(S(=O)(=O)O)ccc1O	-15
15	CCn1c(SCC(=O)Nc2nccs2)nnc1-c1ccc(S(=O)(=O)N2CCCCC2)cc1	-1
16	C=CCN1C(=O)c2ccccc2Sc2ccc(C(=O)N3CCN(C)CC3)cc21	-1
17	CCOc1ccc(NC(=O)c2cccc3c2C(=O)N(Cc2cccnc2)C3)cc1	-6
18	CC(C)c1ccc(NC(=O)COC(=O)C2=COCCO2)cc1	-13
19	CCOC(=O)NC1CCS(=O)(=O)C1 (stereo not given)	-2
20	CCn1c(SCC(=O)Nc2cc(C)on2)nc2c(c1=O)SC(C)C2 (stereo not given)	-11
21	Cc1ccc(-n2c(C)c3c(C)nnc(C)c3c2C)cc1	-4
22	CCCCc1nnc(NC(=O)C2CCCO2)s1 (stereo not given)	-60
23	CN(C1CCCCC1)S(=O)(=O)c1ccc(NC(=O)CCC(=O)O)cc1	-22
24	O=C(c1c(F)cccc1F)N(Cc1ccccn1)C1CCCC1	2
25	CCCCCC(=O)Nc1ccc(Cl)cn1	-6
26	O=C(NCc1ccco1)c1ccc(CS(=O)(=O)Cc2ccc(Cl)cc2)o1	-25
27	COc1ccc(Br)cc1CNC(=O)CCc1nc(-c2ccc(C)cc2)no1	-5
28	CCn1c(SCC(=O)N2CC(=O)Nc3ccccc32)nnc1-c1ccoc1C	-17
29	CCOC(=O)C1CCCN(CCC(C)c2ccccc2)C1 (stereo not given)	-5
30	CCOC(=O)c1cnc(-n2cc(C)cn2)nc1Nc1ccccc1OCC	6
31	O=C1c2ccccc2C(=O)N1OCCOCCOCCON1C(=O)c2ccccc2C1=O	-2
32	N#C/C(C(=O)Oc1ccccc1)=C1\C=CC=CN1	-1
33	CC(C)(C)c1cc(C(c2cccnc2)N2CCN(CCO)CC2)cc(C(C)(C)C)c1O (stereo not given)	-95
34	CCCOC(=O)Nc1sc2c(c1C(=O)OCC)CCC2	-13
35	Cc1ccc(C(=O)O)cc1S(=O)(=O)N1CCSCC1	-3
36	N#Cc1c(-c2ccco2)cc(-c2ccc(F)cc2)nc1N	-9
37	COc1ccc(-c2cc(C(F)F)n3ncc(C(=O)NCC4CCCO4)c3n2)cc1 (stereo not given)	-3
38	O=S(=O)(NCc1ccccn1)c1ccc2c(c1)OCCO2	-4
39	CCOC(=O)c1c(C)c(C(=O)NCc2ccc3c(c2)OCO3)c(C)n1C	-17
40	COc1ccc(OC)c(C2N(c3ccccn3)C(=O)C3CCCN32)c1 (stereo not given)	-45
41	CC(C)C[C@H]1C(=O)N2CCC[C@H]2[C@]2(O)O[C@](NC(=O)[C@@H]3C=C4c5cccc6[nH]c(Br)c(c56)CC4N(C)C3)(C(C)C)C(=O)N12 (stereo not given in full)	-38
42	Clc1ccc(C2CC(c3ccco3)n3ncnc3N2)cc1Cl (stereo not given)	4
43	O=C(Cc1cccs1)Nc1cccc(C(=O)Nc2ccco2)c1	-25
44	O=C(CSc1oc(-c2ccc(F)cc2)nc1S(=O)(=O)c1ccc(F)cc1)NCC1CCCO1 (stereo not given)	-31
45	FC(F)(F)c1cc(-c2cccs2)nc(N2CCOCC2)n1	6
46	CS(=O)(=O)Nc1cccc2cccnc12	-11
47	O=C(c1ccc(Cl)cc1)C1CCN(C(=O)N2CCOCC2)CC1	2
48	C=CCNC(=O)C1CC(=O)N(c2ccc(OCC(=O)Nc3ccc(OC)cc3)cc2)C1 (stereo not given)	-15
49	Cc1cccn2cc(CNC(=O)c3ccco3)nc12	-15
50	Cc1ccc(OC(=O)CCc2c(C)nc3ncnn3c2C)cc1	-7
51	c1csc(-c2cnc3n2CCCC3)c1	-11
52	O=C(O)C1=C(C(=O)Nc2ccc(F)c(Cl)c2)CCCC1	-11
53	O=S(=O)(c1ccc2c(c1)OCCO2)N1CCC(n2cnc3cc(F)ccc32)CC1	-8
54	COc1ccc(C2=CC(c3ccc(Cl)cc3)n3cnnc3N2)cc1OC (stereo not given)	-8
55	Cc1cc(=O)oc2ccc(OC(=O)c3cccc(S(=O)(=O)N4CCOCC4)c3)cc12	3
56	O=S(=O)(NC1CCCc2ccccc21)c1cnc[nH]1 (stereo not given)	-23
57	Cc1ccc(Cn2c(SCC(C)C)nc3c2c(=O)[nH]c(=O)n3C)cc1	-10
58	O=C(Nc1cccc2ncccc12)c1cccnc1	-12
59	Cc1cc(Cl)c(OCCCn2cncn2)c(Br)c1	-3
60	O=S(=O)(Nc1ccc(Cl)c(C(F)(F)F)c1)c1cnc[nH]1	-2

(list continues)
entry	SMILES	GBA enhancer
61	O/N=C(\COc1ccccc1O)c1ccccc1	-3
62	Cc1ccc(Cn2c(=O)c3c(nc4n3CCN4Cc3ccco3)n(C)c2=O)cc1	3
63	O=C(NCc1ccco1)c1cc2n(n1)C(C(F)(F)F)CC(c1ccc(F)cc1)N2 (stereo not given)	15
64	Cn1c(=O)n(C)c2cc(S(=O)(=O)NCCc3ccccc3)ccc21	-11
65	Cn1c(SCC(=O)N2CCCc3ccccc32)nnc1-c1c[nH]c2ccccc12	-13
66	CC(C)C(NC(=O)c1ccco1)C(=O)NCC(c1ccco1)N1CCCCC1 (stereo not given)	4
67	CCC(C)OC(=O)C1=C(C)NC(=O)CC1c1ccccc1OC (stereo not given)	-37
68	O=C1CCC(C(=O)Nc2cccc3ccccc23)N1 (stereo not given)	2
69	Cc1ccc2c(CN3C(=O)NC(C)(c4ccc5c(c4)OCO5)C3=O)cc(=O)oc2c1 (stereo not given)	-4
70	O=C(CCN1C(=O)C2C3C=CC(C3)C2C1=O)NCCN1CCCc2ccccc21 (stereo not given)	-1
71	Nc1ncnc(Nc2ccccc2C(F)(F)F)n1	-4
72	CCOC(=O)CN1C(=O)CSc2ccccc21	73*
73	S=c1[nH]nc(-c2cccc(Br)c2)o1	9
74	CCOc1c(N2CCCCC2)c(=O)c1=O	4
75	Cc1ccc(NS(=O)(=O)c2cc(C(=O)N3CCN(C)CC3)ccc2C)cc1	-40
76	Cc1ccc(CCNC(=O)C2CCN(S(=O)(=O)N3CCC4(CC3)OCCO4)CC2)cc1	7
77	Cc1cc2oc(=O)cc(CN3CCC(C)CC3)c2cc1Cl	-14
78	CC1(C)CC(=O)C(C=Nc2ccccc2C(=O)O)=C(O)C1	8
79	CCCCCCn1c(CN2CCN(C)CC2)nc2c1c(=O)n(C)c(=O)n2C	-7
80	Cc1ccc(/C=c2\sc3nc(-c4cccs4)nn3c2=O)o1	-17
81	COCCCNC(=O)Cn1cc(C(=O)C2CC2)c2ccccc21	73*
82	O=C1CC(c2ccncc2)c2cc3c(cc2N1)OCO3 (stereo not given)	-9
83	Cn1nnnc1SCSc1nnnn1C	12
84	Cc1nc2nc(SCC(=O)NCc3ccco3)nn2c(C)c1Cc1ccccc1	-10
85	COc1cccc(NC(=O)C2C3C=CC4(O3)C2C(=O)N(C(C)C)C4C(=O)NC2CCCCC2C)c1 (stereo not given)	68*
86	CCn1c(SCC(=O)Nc2nc(C)cs2)nnc1C(NC(=O)c1ccccc1Cl)C(C)C (stereo not given)	7
87	CC(=O)NC1(C(F)(F)F)C(=O)Nc2c1c(=O)[nH]c(=O)n2Cc1ccco1 (stereo not given)	37
88	CCOc1ccccc1N1CCN(C(=O)c2ccccc2)CC1	0
89	Cc1c(Cl)cccc1Nc1ccccc1C(=O)O	-36
90	COc1cccc(CNC(=O)c2ccc3nc[nH]c3c2)c1	-3

Quoted at random: five entries already listed.
entry	SMILES	GBA enhancer
76	Cc1ccc(CCNC(=O)C2CCN(S(=O)(=O)N3CCC4(CC3)OCCO4)CC2)cc1	7
80	Cc1ccc(/C=c2\sc3nc(-c4cccs4)nn3c2=O)o1	-17
81	COCCCNC(=O)Cn1cc(C(=O)C2CC2)c2ccccc21	73*
64	Cn1c(=O)n(C)c2cc(S(=O)(=O)NCCc3ccccc3)ccc21	-11
84	Cc1nc2nc(SCC(=O)NCc3ccco3)nn2c(C)c1Cc1ccccc1	-10

More entries:
entry	SMILES	GBA enhancer
91	CSCC[C@@H](Nc1nc(-c2ccccc2)nc2c1oc1ccccc12)C(=O)O	0
92	CC(C)(NCc1ccccc1Cl)C(=O)O	10
93	COCCCN1C(=O)C(O)=C(C(C)=O)C1c1ccccn1 (stereo not given)	-6
94	Cc1cc(C(=O)Cn2nnc3ccccc3c2=O)c(C)n1Cc1cccs1	-22
95	Cc1cccc(-n2ccnc2SCC(=O)Nc2nccs2)c1C	-18
96	c1ccc(CCN2CCN(c3ncnc4c3cnn4-c3ccccc3)CC2)cc1	2
97	CCNS(=O)(=O)c1c(C)cc(N2CCCC2=O)cc1C	-44
98	CC1CN(C2CCCCC2)c2nc3c(c(=O)n(C)c(=O)n3C)n2C1 (stereo not given)	-18
99	O=C(CN(CCc1ccccc1)C(=O)CNS(=O)(=O)c1ccccc1)NCC1CCCO1 (stereo not given)	-7
100	N#Cc1ccc(OCc2nnc(SCC(=O)N3CCCc4ccccc43)n2-c2ccccc2)cc1	-1
101	COc1ccc(C2(C(=O)Nc3cc(C)on3)CCOCC2)cc1	-4
102	O=C(Nc1ccc(S(=O)(=O)NCc2ccco2)cc1)c1ccc2ccccc2n1	6
103	O=C(CSc1nnc(Cc2cccs2)n1-c1ccccc1)NCc1ccc2c(c1)OCO2	-26
104	CCCc1nc2ccccc2n2cc3c(=O)n(C)c(=O)n(C)c3c12	-12
105	O=C(CN1CCN(CC(=O)Nc2ccccn2)CC1)Nc1ccccn1	-1
106	CC(O)c1nc2ccccc2n1C/C=C/c1ccccc1 (stereo not given)	-11
107	O=C(Nc1cccc2ccccc12)N1CCN(c2ccccc2)CC1	9
108	COc1ccc(C(=O)NC2CCCCC2)cc1S(=O)(=O)N1CCCC1	4
109	CCOC(=O)N1CCN(S(=O)(=O)c2ccc(OC)c(Cl)c2Cl)CC1	-18
110	C=CCNc1nc(-c2ccccc2)nc(-n2ccnc2)n1	11
111	COCCNC(=O)C(c1ccncc1)N(C(=O)Cn1nnc2ccccc21)c1ccc(OC)cc1 (stereo not given)	-20
112	O=C(O)C1CC(=O)N(c2ccc(OCc3c(F)cccc3Cl)cc2)C1 (stereo not given)	5
113	CCOC(=O)c1sc(=S)n(-c2ccccc2OC)c1N	32
114	Cc1nnc(NC(=O)c2ccccc2Br)s1	1
115	CCOC(=O)c1[nH]c(C)c(/C(O)=C2\C(=O)C(=O)N(CCCn3ccnc3)C2c2ccncc2)c1C (stereo not given)	-33
116	CCCCC(NC(C)=O)c1nc2ccccc2[nH]1 (stereo not given)	-14
117	COc1ccc2[nH]c(=O)c(CN(CCO)C(=O)c3ccccc3F)cc2c1	8
118	COc1ccc(NC(=O)C(CC(C)C)NC(=O)c2ccccc2C)cn1 (stereo not given)	-7
119	CCOCCCNC(=O)c1ccccc1SC	-3
120	CCOC(=O)c1[nH]c(C)c(/C(O)=C2\C(=O)C(=O)N(CCN(C)C)C2c2ccc(C)o2)c1C (stereo not given)	4

Nos. 119 to 120 of the list above:
entry	SMILES	GBA enhancer
119	CCOCCCNC(=O)c1ccccc1SC	-3
120	CCOC(=O)c1[nH]c(C)c(/C(O)=C2\C(=O)C(=O)N(CCN(C)C)C2c2ccc(C)o2)c1C (stereo not given)	4

The main list resumes with the 5 entries that preceded the break.
entry	SMILES	GBA enhancer
116	CCCCC(NC(C)=O)c1nc2ccccc2[nH]1 (stereo not given)	-14
117	COc1ccc2[nH]c(=O)c(CN(CCO)C(=O)c3ccccc3F)cc2c1	8
118	COc1ccc(NC(=O)C(CC(C)C)NC(=O)c2ccccc2C)cn1 (stereo not given)	-7
119	CCOCCCNC(=O)c1ccccc1SC	-3
120	CCOC(=O)c1[nH]c(C)c(/C(O)=C2\C(=O)C(=O)N(CCN(C)C)C2c2ccc(C)o2)c1C (stereo not given)	4
121	Cc1ccc(S(=O)(=O)n2nc(OC(=O)c3c(-c4ccccc4Cl)noc3C)cc2N)cc1	-4
122	O=C(c1ccc(F)cc1)c1cn[nH]c1-c1ccccc1O	-74
123	COC(=O)Cc1[nH]nc2c1C1(C(=O)N(Cc3ccc(Cl)cc3)c3ccccc31)C(C#N)=C(N)O2 (stereo not given)	-31
124	CCOc1ccc(N2C(=O)CC(NCCc3ccncc3)C2=O)cc1 (stereo not given)	-13
125	Cc1ccc(CC(NC(=O)c2ccccc2)C(=O)N2CCCC2C(=O)O)cc1 (stereo not given)	-5
126	COc1ccc2c(c1OC)C(=O)N(c1ccc3c(c1)CCC3)C2=O	12
127	OC(COC1CCCCC1)CN1CCN(c2ccccc2)CC1 (stereo not given)	-4
128	Cn1c(C(=O)NCCN2CCOCC2)cc2sccc21	10
129	CS(=O)(=O)N1CCCC(C(=O)NCCN2CCC(Cc3ccccc3)CC2)C1 (stereo not given)	-9
130	Cc1cc(C)c2c(=O)c3c(oc2c1)C(=O)N(CCO)C3c1cccc(O)c1 (stereo not given)	-1
131	CC(=O)N1CCCc2cc(S(=O)(=O)N3CCc4ccccc4C3)ccc21	-13
132	Cc1nc2c(C)cccn2c1/C(O)=C1\C(=O)C(=O)N(CCN2CCOCC2)C1c1ccncc1 (stereo not given)	5
133	N#Cc1ccc2ccn(CC(=O)NCc3ccccc3)c2c1	-28

Bioassay records as filed in PubChem BioAssay.

These rows are one share of the data; count on the stated rates, not on these rows.
